Screens as filed in PubChem BioAssay.
Abeta rescue: restores growth of yeast expressing A-beta42 peptide; hit rate 0.063% among 410,000; yeast expressing A-beta42, growth rescue, OD600, 48 h; response scale: 0% DMSO, 100% iron-clioquinol control; Potency, µM (series often up to 46.1 µM), for inactives: at the highest dose growth rescue, usual class: activators; note: nearly all actives have a fitted effect of over 55% in size
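Yeast growth medium received pinned compounds, then yeast cells expressing toxic A-beta were added; plates incubated at 30 C for 48 hr. Growth read as absorbance at 600 nm, normalized to DMSO and equimolar FeCl3 plus clioquinol controls.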
FUS yeast rescue: FUS proteinopathy suppression in yeast; S. cerevisiae FUS-expressing, growth rescue, OD600, 24 h; Potency, µM (top dose mostly 76.6 µM), for inactives: at the top dose growth rescue (activation), hits mostly activators; hit rate 0.24% among 390,000;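 note: plate controls were DMSO vehicle for no effect and reference control for full effect; nearly all actives have a fitted effect of over 55% in size; some results filed as inactive show a strong effect at the top dose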
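Steps: raffinose overnight preculture; dilution to OD 0.005 in 2% galactose minimal medium; compound addition (concentration series); 24hr at 30C, 99% humidity; absorbance read at 600 nm.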
Starred values were filed as active, the others as inactive; ? = inconclusive; [ ] = dose if it differs, or a comment. Calls come from the whole dose curve; as a rule, active = well fitted activation curve with a large enough effect; inconclusive = small, poorly fitted or top-dose-only effect; inactive = no such curve, though single readings can be large or run the other way. Potency is the fitted concentration of half-maximal effect. This is a subset; count on the stated rates, not on these rows.

# | canonical_smiles | FUS yeast rescue | Abeta rescue
1 | Cc1c(CCNC(=O)c2ccc(C(F)(F)F)cc2)sc2nc(-c3ccc(F)cc3)nn12 | -21% | -8%
2 | CCCOc1ccc(-c2nc(SC)[nH]c(=O)c2C#N)cc1OC | 13% | 4%
3 | COc1ccc(C)cc1NC(=O)Cn1c(=O)oc2cc(S(=O)(=O)N3CCCCC3)ccc21 | 34% | -15%
4 | CCOC(=O)c1c(S(=O)(=O)N2CCCC(C(=O)NCc3ccccc3OC)C2)c(C)n(C)c1C (stereo not drawn) | -12% | -12%
5 | CCS(=O)(=O)c1ccccc1C(=O)N(Cc1cccnc1)c1nc2cc(C)c(C)cc2s1 | ? | 6%
6 | CCOC(=O)c1cccc(NC(=O)CSc2ncc3c(n2)-c2ccccc2N(C)S3(=O)=O)c1 | -35% | -4%
7 | Cc1ccccc1-n1c2nc(=O)[nH]c(=O)c-2cc2c(Cl)cccc21 | -21% | 4%
8 | CCOc1ccc(C2c3c(oc4ccc(C)cc4c3=O)C(=O)N2CCCN(C)C)cc1 (stereo not drawn) | 20% | -3%
9 | CCc1ccc(S(=O)(=O)c2nnn(-c3cccc(C)c3)c2N)cc1 | 14% | -3%
10 | COc1ccc(NC(=O)CCCOc2cc(=O)n(C)c3ccccc23)c(OC)c1 | 14% | -9%
11 | Cc1oc(-c2ccc(C(=O)Nc3ccccc3F)cc2)nc1COc1ccccc1 | -15% | -3%
12 | Cc1cccc(Cn2c(SCc3ccc(C(=O)NCc4ccccc4F)cc3)nc3cccnc32)c1 | 22% | -18%
13 | Cc1cc(C)c2c(CC(=O)N(Cc3ccccc3)C3CCS(=O)(=O)C3)coc2c1 (stereo not drawn) | 16% | -2%
14 | Cc1ccc(NC(=O)C2CCCN(c3nnc(C)c4c(C)n(-c5ccccc5)nc34)C2)cc1Cl (stereo not drawn) | -19% | -25%
15 | COc1ccc(NC(=O)c2oc3ccccc3c2NC(=O)c2cc(=O)c3ccccc3o2)cc1 | -19% | -11%
16 | COc1ccc(NC(=O)c2cc(S(=O)(=O)N3CCOCC3)ccc2OC)cc1 | 6% | -11%
17 | Cc1cccc(C(=O)NNc2ncnc3c2cnn3-c2ccc(C)c(Cl)c2)c1 | -27% | 4%
18 | CC(NC(=O)c1ccc2nc(Cc3ccccc3)oc2c1)c1ccccc1 (stereo not drawn) | 17% | ?
19 | COc1ccc(-c2cc(C(=O)Oc3cccc(C)c3C)c3ccccc3n2)cc1 | -17% | -16%
20 | COC(=O)c1cc(C)nc2c1c(=O)nc(SCc1ccccc1C)n2C1CC1 | 31% | -21%
21 | Cc1cc(C)c2nc(C)cc(Nc3cccc(C(=O)O)c3)c2c1 | 10% | -13%
22 | CC1CN(C(=O)Nc2ccc(C(=O)NCCc3ccc(Cl)cc3)cc2)c2ccccc2S1 (stereo not drawn) | -13% | -6%
23 | CC(=O)c1c(C)nc2nc(-c3ccccc3)nn2c1C | -1% | -15%
24 | COc1ccc(OC)c(S(=O)(=O)N2CCN(Cc3nc4ccc(C)cc4o3)CC2)c1 | 28% | -8%
25 | Cc1cccc(NC(=O)c2cc(S(=O)(=O)NCc3ccc4c(c3)OCO4)ccc2F)c1C | 11% | -14%

Some of the entries above in a different format.
The line under a structure holds: FUS yeast rescue | Abeta rescue
9) CCc1ccc(S(=O)(=O)c2nnn(-c3cccc(C)c3)c2N)cc1
 : 14% | -3%
10) COc1ccc(NC(=O)CCCOc2cc(=O)n(C)c3ccccc23)c(OC)c1
 : 14% | -9%
11) Cc1oc(-c2ccc(C(=O)Nc3ccccc3F)cc2)nc1COc1ccccc1
 : -15% | -3%
12) Cc1cccc(Cn2c(SCc3ccc(C(=O)NCc4ccccc4F)cc3)nc3cccnc32)c1
 : 22% | -18%
13) Cc1cc(C)c2c(CC(=O)N(Cc3ccccc3)C3CCS(=O)(=O)C3)coc2c1 (stereo not drawn)
 : 16% | -2%
14) Cc1ccc(NC(=O)C2CCCN(c3nnc(C)c4c(C)n(-c5ccccc5)nc34)C2)cc1Cl (stereo not drawn)
 : -19% | -25%
15) COc1ccc(NC(=O)c2oc3ccccc3c2NC(=O)c2cc(=O)c3ccccc3o2)cc1
 : -19% | -11%
16) COc1ccc(NC(=O)c2cc(S(=O)(=O)N3CCOCC3)ccc2OC)cc1
 : 6% | -11%
17) Cc1cccc(C(=O)NNc2ncnc3c2cnn3-c2ccc(C)c(Cl)c2)c1
 : -27% | 4%
18) CC(NC(=O)c1ccc2nc(Cc3ccccc3)oc2c1)c1ccccc1 (stereo not drawn)
 : 17% | ?
19) COc1ccc(-c2cc(C(=O)Oc3cccc(C)c3C)c3ccccc3n2)cc1
 : -17% | -16%
20) COC(=O)c1cc(C)nc2c1c(=O)nc(SCc1ccccc1C)n2C1CC1
 : 31% | -21%
21) Cc1cc(C)c2nc(C)cc(Nc3cccc(C(=O)O)c3)c2c1
 : 10% | -13%
22) CC1CN(C(=O)Nc2ccc(C(=O)NCCc3ccc(Cl)cc3)cc2)c2ccccc2S1 (stereo not drawn)
 : -13% | -6%
23) CC(=O)c1c(C)nc2nc(-c3ccccc3)nn2c1C
 : -1% | -15%
24) COc1ccc(OC)c(S(=O)(=O)N2CCN(Cc3nc4ccc(C)cc4o3)CC2)c1
 : 28% | -8%
25) Cc1cccc(NC(=O)c2cc(S(=O)(=O)NCc3ccc4c(c3)OCO4)ccc2F)c1C
 : 11% | -14%

Single entries from the list:
entry 23 – Abeta rescue = -15%
entry 8 – Abeta rescue = -3%

Continuation:
# | canonical_smiles | FUS yeast rescue | Abeta rescue
26 | O=C(Nc1ccccc1F)c1nc(SCc2ccccc2F)ncc1Cl | -2% | -19%
27 | CC(=O)Nc1ccc(C(=O)Nc2ccc3c(c2)N(C2CCCC2)C(=O)c2ccccc2S3)cc1 | 38% | 7%
28 | Cc1cccc(-c2nc(SCC(=O)Nc3ccc4c(c3)OCO4)c(-c3ccccc3)[nH]2)c1 | 24% | -10%
29 | Nc1c(C(=O)NCc2ccc(Cl)cc2Cl)nnn1Cc1ccc(Br)cc1 | -6% | 5%
30 | Cc1c(C(=O)N2CCOCC2)oc2c1-c1nn(CC(=O)NCc3cccc(F)c3)cc1CC2 | ? | -9%
31 | CCOC(=O)c1c(C)oc2ncnc(Nc3cc(Cl)ccc3OC)c12 | -7% | -18%
32 | COc1ccc(NC(=O)CNC(=O)Cn2ccc3ccccc3c2=O)cc1OC | -31% | -4%
33 | CCc1ccc(C2=NN(CCC(=O)NCCc3ccc(OC)c(OC)c3)C(=O)CC2)cc1 | 27% | -2%
34 | CS(=O)(=O)c1cccc(-c2nnc(NC(=O)c3ccc4c(c3)OCCO4)o2)c1 | -5% | 3%
35 | Cn1cc(S(=O)(=O)N2CCOCC2)cc1C(=O)Nc1ccc(Cl)c(C(F)(F)F)c1 | -9% | -1%
36 | Cc1ccc(-n2nc3c(N4CCC(C(=O)NC(C)c5ccccc5)CC4)nnc(C)c3c2C)cc1 (stereo not drawn) | -7% | -4%
37 | Cc1ccsc1CN1CCc2nc(N3CCN(c4ccccc4F)CC3)ncc2C1 | -20% | -10%
38 | COc1ccc(CNC(=O)C2=C(C)C(=O)OC23CCCCC3)cc1 | -2% | 1%
39 | CCc1nn(CC(=O)NCc2ccco2)c(=O)c2cc3c(OC)cccc3n12 | 0% | -10%
40 | Cc1ccc(C(C)C)c(OCCCn2c(=O)oc3ccc(C)cc32)c1 | -4% | 3%
41 | COc1ccc(CCNC(=O)c2ccc(Cn3c(SCC(=O)NCCC(C)C)nc4cc5c(cc4c3=O)OCO5)cc2)cc1OC | 0% | -13%
42 | COc1ccc(NC(=O)c2ccc3nc(C(C)C)oc3c2)cc1OC | 16% | -15%
43 | CCOC(=O)c1c(NC(=O)c2cc(-c3cccc(Cl)c3)on2)sc(C(C)=O)c1C | -4% | -6%
44 | O=C(CCOc1ccccc1)N(Cc1cccnc1)c1nc2ccc(Cl)cc2s1 | -9% | 20%
45 | CCOC(=O)N1CCC(NC(=O)c2ccc3c(c2)N(Cc2ccc(F)cc2)C(=O)c2ccccc2S3=O)CC1 (stereo not drawn) | 7% | -10%
46 | Cc1cc(C)c(NC(=O)CSc2nc3nccnc3c(=O)n2CCc2c[nH]c3ccccc23)c(C)c1 | -11% | 1%
47 | CC1(C)CC(=O)c2c(oc3c(Cl)cc(NS(=O)(=O)c4ccc(Br)cc4)cc23)C1 | -11% | 6%
48 | Cc1cc(C)cc(OCC(=O)NCC2(N3CCOCC3)CCCCC2)c1 | -1% | -19%
49 | CCOc1ccc(-n2c(=O)c3c(C)c(C)sc3n(CC(=O)Nc3ccc(CC)cc3)c2=O)cc1 | 0% | 2%
50 | CCOc1ccc(NC(=O)CSc2nc3ccccc3c(=O)n2CCC(=O)NC2CCCCC2)cc1 | -17% | -13%

Profiles from above. Order of values: FUS yeast rescue, Abeta rescue
CCOC(=O)c1c(NC(=O)c2cc(-c3cccc(Cl)c3)on2)sc(C(C)=O)c1C is listed as -4%, -6%
Cc1ccsc1CN1CCc2nc(N3CCN(c4ccccc4F)CC3)ncc2C1 is listed as -20%, -10%

Next part.
# | canonical_smiles | FUS yeast rescue | Abeta rescue
51 | CCN(CC)CCNC(=O)CN1N=C(c2ccc(OC)cc2)CCC1=O | 2% | -8%
52 | Cc1nc(-c2ccc(Cl)cc2)sc1CCNC(=O)C(=O)Nc1ccc2c(c1)OCCO2 | -14% | -7%
53 | CCc1cccc(C)c1NS(=O)(=O)c1c(C(=O)N2CCC(C)CC2)c(C)n(C)c1C | ? | -14%
54 | COc1cccc(OCc2nc3ccccc3n2CCOc2ccc(C)cc2)c1 | ? | ?
55 | Cc1ccc(NC(=O)C(=O)NCC(c2cccnc2)N2CCOCC2)cc1C (stereo not drawn) | -7% | -10%
56 | CCOc1ccccc1NC(=O)N1CC(CC)Oc2ccccc21 (stereo not drawn) | 34% | 10%
57 | COc1cc(Cl)c(NC(=O)CN(C)S(=O)(=O)c2ccc3[nH]c4c(c3c2)CCCC4)c(OC)c1 | ? | -3%
58 | Cc1cccn2c(=O)cc(COc3ccc(NC(=O)C(C)C)cc3)nc12 | -12% | -42%[inhibitor]
59 | CCc1ccc(-n2c(=O)c3cccnc3n2CC(=O)NCc2ccc(F)cc2)cc1 | -5% | -7%
60 | CCn1c2c(c(=O)n3ncc(C(=O)Nc4ccc(F)c(Cl)c4)c13)CN(Cc1ccc(OC)cc1)CC2 | ? | 3%
61 | COc1cc(OC)c(NC(=O)C(C)n2nc(-c3ccc(C)c(C)c3)ccc2=O)cc1Cl (stereo not drawn) | ? | 18%
62 | Cc1ccccc1NC(=O)c1sc2nc(-c3cc4ccccc4oc3=O)[nH]c(=O)c2c1C | 12% | -19%
63 | Cc1cccn2c(=O)c(C(=O)NCCc3ccccc3)c(O)nc12 | 26% | -27%
64 | CCN(CC)C(=O)c1sc2c(c1C)c(=O)n(-c1ccc(Cl)c(Cl)c1)c(=O)n2CC(=O)Nc1cccc(OC)c1 | -3% | -5%
65 | Cn1cc(-c2cc3n(n2)CCC(=O)N3CCCC(=O)NCc2ccccc2Cl)c2ccccc21 | 40% | -4%
66 | CCCCNc1cc(N2CCN(C3CCCCC3)CC2)c2noc3c2c1C(=O)c1ccccc1-3 | -16% | -10%
67 | Cc1ccc(-n2nc(CO)c(C(=O)NCc3ccccn3)n2)cc1C | 0% | -4%
68 | CCC(C(=O)Nc1ccc(C(C)=O)cc1)n1cnc2nc3c(cc2c1=O)CCCC3 (stereo not drawn) | 6% | -23%
69 | CCN(C(=O)CCn1cnc2onc(-c3ccc(F)cc3)c2c1=O)c1ccc(OC)cc1 | 8% | 4%
70 | COc1ccc(-n2nnc(-c3nc(-c4cccs4)no3)c2N)cc1 | -10% | 1%
71 | Cc1ccccc1NS(=O)(=O)c1ccc2[nH]cc(C(=O)N3CCCCC3)c(=O)c2c1 | 3% | -5%
72 | Cc1ccc2c(c1)c1c(c(=O)n(-c3ccccc3)c(=O)n1CC(=O)NCCC1=CCCCC1)n2C | -1% | -4%
73 | CCCCNC(=O)c1nn(-c2ccc(C)cc2)c(=O)n(C)c1=O | -19% | -24%
74 | O=C(C1CCC1)N1CCCc2cc(S(=O)(=O)N3CCN(c4cccc(Cl)c4)CC3)ccc21 | 5% | 6%
75 | CCOc1ccc(-c2c(C)nn3c(C)c(C(=O)NCCc4ccccc4)cnc23)cc1OCC | 0% | -3%
76 | CCOc1ccccc1CNC(=O)c1ccc2c(c1)nc1n2CCCCC1 | -6% | -1%
77 | Cc1ccc(-n2nnnc2CNC(=O)C(C)(C)C)cc1C | 4% | 7%
78 | CCC(=O)N1CCc2cc(S(=O)(=O)NC(CC(C)C)C(=O)NCCc3ccccc3)ccc21 (stereo not drawn) | -6% | -3%
